Compound activity deposited in PubChem by National Center for Advancing Translational Sciences (NCATS).
Mito fusion act – qHTS Assay for Small Molecule Inhibitors of Mitochondrial Division or Activators of Mitochondrial Fusion | S. cerevisiae fusion-defective mutant growth rescue, CellTiterGlo 48 h | Potency, µM (doses to about 46.1 µM), inactives show at the highest dose growth rescue (activation), usual class: activators | 320,000 tested, 0.23% active | AID 485298, 2010;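 note: potency is the fitted concentration of half-maximal effect; % of control where 0% means no effect; nearly all actives have a fitted effect of over 45% in size; temperature-sensitive fusion mutants such as fzo1-1 at 37 °C on non-fermentable ethanol glycerol medium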
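Compounds are tested for their ability to restore growth of mitochondrial fusion-defective yeast strains at non-permissive 37C in YPEG medium over 48 hours. Viability is quantified by luciferase luminescence.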
Gal4-VP16 FLuc – VP16 counterscreen qHTS for inhibitors of ROR gamma transcriptional activity. 310,000 tested, 3.5% active. Drosophila S2 Gal4-VP16 UAS-luciferase, luminescence, 20 h. Potency, µM (top dose mostly 53.6 µM), inactives show at the highest dose activity, negative = inhibition, usual class: inhibitors;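 note: Gal4-VP16 expression switched on by copper sulfate through the metallothionein promoter; potency is the fitted concentration of half-maximal effect; % is set by controls: 0 for no effect and ±100 for the full control effect; nearly all actives have a fitted effect of over 50% in size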
RORg inh – qHTS for inhibitors of ROR gamma transcriptional activity | Nuclear receptor ROR-gamma (Mus musculus), P51450 | Drosophila S2 Gal4-RORgamma UAS-luciferase reporter, 20 h | Potency, µM (highest dose often 53.6 µM), inactives show top-dose activity change, negative = inhibition, usual class: inhibitors | 310,000 tested, 5.4% active | AID 2551, 2010; note: potency is the fitted concentration of half-maximal effect; % is set by controls: 0 for no effect and ±100 for the full control effect; nearly all actives have a fitted effect of over 60% in size
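Compounds are pin-transferred onto Drosophila Schneider cells expressing a copper-inducible Gal4–ROR gamma transactivation domain fusion. After 1 hr, copper sulfate is added to 700 uM final; luciferase is read 20 hr later.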
NPC1 prom act – qHTS Assay for NPC1 Promoter Activators. Potency, µM (doses to about 9.22 µM), for inactives: top-dose activation, actives largely listed as activators. Huh7 NPC1 promoter luciferase reporter, 24 h. 320,000 tested, 2.4% active;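 note: potency is the fitted concentration of half-maximal effect; % of control where 0% means no effect; nearly all actives have a fitted effect of over 60% in size; reporter is driven by a mutant NPC1 promoter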
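Luciferase expression driven by the NPC1 promoter was measured in stably transfected Huh7 cells after a 24 h compound incubation, using a luciferase reagent and a luminescence read.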
FLuc modulator – qHTS profiling assay for firefly luciferase inhibitor/activator using purifed enzyme and Km concentrations of substrates (counterscreen for miR-21 project); Luciferin 4-monooxygenase (Photinus pyralis), P08659; purified FLuc, Km substrates, luminescence inhibition; Potency, µM (titrated, usually from 57.5 µM), without a hit: top-dose activity change, negative = inhibition, most hits filed as inhibitors; 360,000 tested, 6.9% active;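 note: potency is the fitted concentration of half-maximal effect; plate controls were vehicle for no effect and reference inhibitor for full effect; nearly all actives have a fitted effect of over 55% in size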
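Biochemical qHTS of compounds, final roughly 60 µM downward over six points, against 10 nM purified firefly luciferase using Km concentrations of substrates (10 uM D-luciferin, 10 uM ATP) in Tris acetate pH 7.5 buffer; luminescence output.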
MBNL1-CUG inh – qHTS Assay for Inhibitors of MBNL1-poly(CUG) RNA binding. Muscleblind-like protein 1 (Homo sapiens), Q9NR56. Potency, µM (series often up to 57.5 µM), for the others: at the top dose activity change, negative = inhibition, most hits filed as inhibitors. AID 2675, 2010. TR-FRET MBNL1-His/biotin-(CUG)12 binding, 665/545 ratio. 280,000 tested, 0.036% active; active = well fitted inhibition curve with a large enough effect in the signal ratio, with a control signal flat, not every such curve was filed as active; inconclusive = small, poorly fitted or top-dose-only effect, or effect the other way, or a change in a side signal; inactive = no such curve, though single readings can be large or run the other way; the % refers to the signal ratio; note: potency is the fitted concentration of half-maximal effect; % is set by controls: 0 for no effect and ±100 for the full control effect
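Ratiometric TR-FRET (665 over 545 nm, excitation 340 nm) tracks disruption of MBNL1-His/biotin-(CUG)12 complex after 60 min at room temperature, with compounds at 92 nM to 58 uM final.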
Rab9 prom act – qHTS Assay for Rab9 Promoter Activators. Potency, µM (top dose mostly 9.22 µM), for inactives: at the highest dose activation, negative = inhibition, usual class: activators. AID 485297, 2010. 320,000 tested, 2.8% active. Huh7 Rab9 promoter-luciferase reporter, luminescence, 24 h; note: potency is the fitted concentration of half-maximal effect; % of control where 0% means no effect; nearly all actives have a fitted effect of over 60% in size
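Using Huh7 cells stably transfected with Rab9 promoter–luciferase, compounds were incubated 24 h at 37 °C, 5% CO2; luciferase luminescence was read 10 min after reagent addition.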
Menin-MLL TR inh – qHTS Assay for Inhibitors Targeting the Menin-MLL Interaction in MLL Related Leukemias: Competition With Texas Red Labeled MLL-derived Mutant Peptide | 270,000 tested, 0.23% active | Menin + Texas Red MLL mutant peptide, fluorescence polarization | Potency, µM (series often up to 61.6 µM), for inactives: at the highest dose FP activity change, negative = inhibition, most hits filed as inhibitors | AID 1768, 2009 | O00255; active = well fitted inhibition curve with a large enough effect in the polarisation, with a control signal flat, not every such curve was filed as active; inconclusive = small, poorly fitted or top-dose-only effect, or effect the other way, or a change in a side signal; inactive = no such curve, though single readings can be large or run the other way; the % refers to the polarisation; note: potency is the fitted concentration of half-maximal effect; % of control where 0% means no effect; many of its hits are not listed in these tables
Target sequence (O00255 whole entry, looked up): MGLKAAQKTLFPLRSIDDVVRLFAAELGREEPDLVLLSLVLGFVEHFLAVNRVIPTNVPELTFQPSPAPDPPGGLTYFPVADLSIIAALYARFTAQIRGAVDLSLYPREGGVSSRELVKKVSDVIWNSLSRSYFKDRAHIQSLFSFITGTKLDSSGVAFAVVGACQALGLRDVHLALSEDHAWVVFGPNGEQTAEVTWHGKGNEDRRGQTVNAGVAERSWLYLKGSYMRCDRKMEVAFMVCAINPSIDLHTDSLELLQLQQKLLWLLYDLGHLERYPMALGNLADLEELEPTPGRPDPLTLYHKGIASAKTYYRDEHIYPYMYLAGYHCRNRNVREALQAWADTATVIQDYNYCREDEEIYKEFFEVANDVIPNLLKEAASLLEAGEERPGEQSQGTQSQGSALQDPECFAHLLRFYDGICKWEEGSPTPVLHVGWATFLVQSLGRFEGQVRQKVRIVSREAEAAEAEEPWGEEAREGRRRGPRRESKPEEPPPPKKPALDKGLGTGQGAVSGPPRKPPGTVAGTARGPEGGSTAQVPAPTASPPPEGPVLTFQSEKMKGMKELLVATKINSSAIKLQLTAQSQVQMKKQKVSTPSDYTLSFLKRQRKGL
KCNH2 3.1 block – qHTS for Inhibitors of KCHN2 3.1: Mutant qHTS; Potassium voltage-gated channel subfamily H member 2, brain isoform KCNH2 3.1 (human); U2OS KCNH2 3.1, thallium flux FluxOr; hits give low values; activity change, % (tested at about 1.8 µM); 340,000 tested, 0.95% active;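 active = maximum activity change below -70%; inconclusive = maximum activity change from -70% to -50%; inactive = maximum activity change above -50%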;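 note: thallium influx rate constant from kinetic fluorescence after stimulation buffer; % is set by controls: 0 for no effect and ±100 for the full control effect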
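Virally transduced U2OS (3.1 isoform, 4 h infection in dark at RT) → overnight 37 C → FluxOr + Red40 in HBSS/HEPES, 45 min → stimulation buffer, 2 min kinetic read → rate constant vs DMSO controls.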
ELG1 repair inh – qHTS screen for small molecules that inhibit ELG1-dependent DNA repair in human embryonic kidney (HEK293T) cells expressing luciferase-tagged ELG1. HEK293T ELG1-luciferase reporter, luminescence, 16 h; DNA damage induced by 5-fluorouridine. Potency, µM (titrated, usually from 46.1 µM), inactives show at the top dose activity change, negative = inhibition, hits mostly inhibitors. 330,000 tested, 2.3% active; note: potency is the fitted concentration of half-maximal effect; % is set by controls: 0 for no effect and ±100 for the full control effect; nearly all actives have a fitted effect of over 55% in size
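Step one: seed 2,000 cells per well. Step two: pin-transfer compound or DMSO alongside 5-fluorouridine. Step three: incubate 16 hr, 37 °C, 5% CO2. Step four: add ONE-Glo, wait 30 min, read luminescence.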
PKM2 activator – qHTS Assay for Activators of Human Muscle isoform 2 Pyruvate Kinase. Pyruvate kinase PKM (Homo sapiens), P14618. purified PKM2, Kinase-Glo ATP luminescence, activation; response scale: 0% is enzyme alone, no compound. Potency, µM (highest dose often 57.5 µM), without a hit: at the top dose activation, usual class: activators. 260,000 tested, 0.34% active. AID 1631, 2009; note: potency is the fitted concentration of half-maximal effect; % is set by controls: 0 for no effect and ±100 for the full control effect; nearly all actives have a fitted effect of over 55% in size
Target sequence (P14618 whole entry, looked up, canonical isoform): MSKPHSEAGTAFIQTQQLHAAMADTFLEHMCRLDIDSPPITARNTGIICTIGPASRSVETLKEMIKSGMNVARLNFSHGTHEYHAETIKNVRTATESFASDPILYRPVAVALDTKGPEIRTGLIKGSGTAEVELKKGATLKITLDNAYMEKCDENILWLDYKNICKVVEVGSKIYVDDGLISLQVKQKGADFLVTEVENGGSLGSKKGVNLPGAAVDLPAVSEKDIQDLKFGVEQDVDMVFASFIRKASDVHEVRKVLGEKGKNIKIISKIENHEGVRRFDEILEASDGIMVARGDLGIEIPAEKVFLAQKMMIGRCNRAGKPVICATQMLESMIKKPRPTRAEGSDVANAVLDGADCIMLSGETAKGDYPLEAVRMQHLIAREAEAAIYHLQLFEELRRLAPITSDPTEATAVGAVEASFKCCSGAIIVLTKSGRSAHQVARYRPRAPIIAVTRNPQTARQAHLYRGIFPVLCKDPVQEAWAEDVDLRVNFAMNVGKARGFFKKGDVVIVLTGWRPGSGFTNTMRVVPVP
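Purified hPK-M2 (>95%) run at intermediate activity with 0.1 mM ADP and 0.5 mM PEP in 50 mM imidazole pH 7.2, KCl, MgCl2; 1 h room temperature. ATP formed read by Kinase-Glo luminescence; normalized to uninhibited and no-enzyme controls.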
* hit, by the source's call; ? = inconclusive; . = not tested or not shown; & = joins results of further samples; [ ] = dose if it differs, or a comment. Unless noted, calls come from the whole dose curve; as a rule, active = well fitted curve in the direction sought with a large enough effect; inconclusive = small, poorly fitted or top-dose-only effect, or another doubt; inactive = no such curve, though single readings can be large; an effect the other way counts as inactive or inconclusive. Not all compounds are listed; count on the stated rates, not on these rows.

SMILES	Mito fusion act	Gal4-VP16 FLuc	RORg inh	NPC1 prom act	FLuc modulator	MBNL1-CUG inh	Rab9 prom act	Menin-MLL TR inh	KCNH2 3.1 block	ELG1 repair inh	PKM2 activator
CC(C)(C)n1nnnc1C(c1cccc(C#N)c1)N1CCCCCC1 (stereo unspecified)	3%	-13%	-2%	-6%	2%	1%	-2%	-8%	-3	-9%	5%
COCCN(C(=O)CSc1nnc(-c2cccc(C)c2)n1C)c1c(N)n(Cc2ccccc2)c(=O)[nH]c1=O	4%	7%	-8%	-2%	-1%	-7%	3%	-14%	20	9%	-2%
Cc1ccc(-c2ccccc2)n1-c1cccc(C(=O)O)c1	-2%	29%	-12%	20%	-21%	.	28%	.	11	16%	?
CC[C@H](C)C(C(=O)N1CCN(C(=O)OC(C)(C)C)CC1)n1cc(C(CO)NC(=O)OC(C)(C)C)nn1 (stereo partly specified)	3%	-4%	13%	1%	-1%	1%	2%	2%	-1	-3%	0%
CC(C)NC(=O)c1ccc(Sc2ccccc2)c([N+](=O)[O-])c1	20%	14%	8%	1%	-1%	29%	-5%	3%	33	7%	-22%
COc1ccc(OC)c(C(c2nnnn2CC2CCCO2)N2CCN(C)CC2)c1 (stereo unspecified)	-2%	-1%	-1%	-2%	8%	3%	0%	-8%	0	16%	1%
O=c1cc(CO)oc(CN2CCN(CCO)CC2)c1O	1%	3%	-15%	-3%	0%	0%	0%	?	-2	13%	-4%
COc1ccc(C(=O)N/C(=C\c2cn(S(=O)(=O)N(C)C)c3ccccc23)C(=O)N2CCN(C)CC2)cc1	-3%	14%	5%	-6%	0%	2%	-1%	-3%	-13	-9%	.
CC(CCN1CCN=C1N(C)C)c1ccccc1 (stereo unspecified)	3%	.	.	0%	-2%	.	-5%	.	-16	6%	.
CC(C)CNC(=O)CC(=O)N/N=C/c1cccs1	-1%	1%	7%	-1%	-1%	15%	3%	-8%	-3	0%	-2%
O=C(CCC(=O)N1CCOCC1)c1ccc(F)cc1	7%	-3%	16%	-2%	3%	-3%	2%	2%	-1	4%	3%
O=C(NCCCCc1ccccc1)C1CC(c2ccccc2[N+](=O)[O-])=NO1 (stereo unspecified)	3%	-1%	21%	-4%	2%	21%	-1%	-21%	-7	-17%	-2%
Cc1ccc(N(C(C)C(=O)Nc2cc(Cl)ccc2Oc2ccccc2)S(C)(=O)=O)cc1 (stereo unspecified)	-1%	-23%	?	1%	3%	8%	0%	9%	-72*	-19%	-6%
COc1ccc(Cl)cc1NC(=O)N1CCN(C2CCCCC2)CC1	2%	.	1%[0.365 µM]	0%	-3%	-1%	-5%	-17%	-2	-6%	7%
COc1ccccc1NC(=O)CN1CCC(C(=O)c2ccc(F)cc2)CC1	4%	0%	-2%	0%	3%	-11%	0%	-19%	-13	-27%	1%
Cc1cc(C(=O)COC(=O)CN(C)S(=O)(=O)c2ccc(Cl)cc2)c(C)n1Cc1cccs1	6%	-9%	-29%	1%	?	-1%	-1%	-18%	-5	?	0%
COc1ccc(CNC(=O)CN(c2ccccc2)S(=O)(=O)N(C)C)cc1	2%	0%	-1%	13%	3%&1%	-7%	-5%	-5%	22	-7%	10%
CCN(CC(=O)NCc1ccc(Cl)cc1)C(=O)CSc1ccc(Br)cc1	6%	-2%	?	?	5%	-7%	6%	14%	-31	-22%	0%
COc1ccc(OCCCN2CCCCCC2)cc1	-2%	9%	-17%	-2%	-1%	2%	-2%	-10%	-6	-5%	-1%
Cc1cc(=O)oc2c3c(cc(OCC(=O)Nc4cccnc4)c12)OC(C)(C)CC3	2%	-8%	20%	1%	6%	-5%	0%	?	-7	-17%	-4%
CC(NC(=O)c1ccncc1)c1ccccc1 (stereo unspecified)	-2%	-7%	-14%	-2%	-3%	-1%	10%	-1%	0	11%	4%
O=C(Nn1c(SCc2cccc([N+](=O)[O-])c2)nc2ccccc2c1=O)c1ccccc1	29%	?	?	-2%	?	8%	20%	?	14	?	1%
O=C1N(c2ccc(Cl)cc2)C(c2ccc(Cl)cc2)N2CCCN12 (stereo unspecified)	10%	-1%	30%	-2%	4%	-9%	2%	1%	-13	-6%	-3%
CC(C)Cc1nnc(NC(=O)CN2C(=O)c3ccccc3C2=O)s1	-4%	7%	-16%	-1%	-12%	-2%	-15%	-10%	-6	6%	-6%
Cc1ccc(C(=O)N(Cc2nc3ccccc3c(=O)[nH]2)C2CCCC2)cc1	?	7.1µM*	-25%	-6%	-1%	3%	-22%	?	9	-2%	-5%
O=C(c1ccc(N2CCCC2=O)cc1)N1CCOCC1	0%	4%	-16%	1%	-1%	-3%	-2%	0%	-1	10%	-1%
CCc1ccc(C(=O)NN(C(=O)c2ccc(CC)cc2)C(C)(C)C)cc1	-1%	4%	?	-5%	4%	-16%	0%	-21%	3	-5%	1%
CCN1CCN(Cc2ccc(NC(=O)c3ccc(C)c(NC(=O)c4ccno4)c3)cc2C(F)(F)F)CC1	-10%	2%	1%	-3%	5%	-7%	-12%	.	-3&2	6%	0%
O=C(Nc1ccc(F)cc1)C1CCN(C(=O)NCc2ccccc2)CC1	-2%	2%	-2%	-7%	1%	13%	-4%	-2%	-3	-3%	1%
COc1ccc(/C=N/Nc2cc(N3CCOCC3)nc(C)n2)c(OC)c1	-6%	-24%	22%	1%	?	?	-2%	-2%	-16	?	0%[11.5 µM]
CC(C)=NOc1nc(N2CCOCC2)nc(N2CCOCC2)n1	-2%	-4%	-21%	0%	-2%	.	8%	.	0	-1%	3%
Cc1nc2ccccc2c(=O)n1NCc1cccs1	7%	-3%	22%	3%	-8%	-6%	7%	.	-4	-13%	-24%
O=C(Nc1ccc2c(c1)OCO2)C1CCN(C(=O)c2ccc([N+](=O)[O-])cc2)CC1	-5%	22%	-25%	-1%	-3%	?	-13%	5%	-40	2%	-2%
COCCCNC(=O)CNC(=S)N(Cc1ccccc1F)C1CCCCC1	-1%	7%	7%	-2%	2%	6%	2%	-9%	11	-3%	-4%
COc1ccc(Br)cc1C1CC(=O)N2CN(C)CSC2=C1C#N (stereo unspecified)	6%	-2%	16µM*	-2%	?	10%	0%	4%[11.7 µM]	0	-1%	-3%
Cc1ccc(S(=O)(=O)NC(C)(C)CN2CCc3ccccc3C2)cc1	-11%	-6%	14%	0%	1%	10%	1%	.	-4	0%	5%
O=C(CN1CCOCC1)Nc1ccccc1F	4%	3%	-4%[1.91 µM]	-1%	0%	-8%	12%	8%	1	-13%	-11%
Cc1scc(C(=O)NNC(=S)NCc2ccccc2)c1C	-2%	-20%	2µM*	0%	-13%	-3%	0%	-1%	-2	-3%	1%
Cc1ccc(OCC(=O)NNC(=O)C(=O)NC(C)(C)C)cc1	0%	-4%	5%[10 µM]	-6%	0%	.	-13%	6%	21	14%	1%
Cc1ccc2nc(SCC(=O)N3CCC(Cc4ccccc4)CC3)nc(=O)n2c1	12%	.	.	-3%	0%	.	1%	.	7	?	.
Fc1ccccc1CSc1ccc(-c2ccco2)nn1	-7%	-13%	20%	2.2µM*	6µM*	7%	1.6µM*	6%	9	?	20%
CC(=O)N1CCOc2ccc(S(=O)(=O)NCC3CCC(C(=O)NCCC(C)C)CC3)cc21 (stereo unspecified)	0%	-1%	41%	-2%	2%	-2%	3%	-3%	-3	?	.
O=C(c1cc2ccccc2cc1O)N1CCN(c2ccccn2)CC1	0%	-2%	-10%	-5%	0%	22%	-2%	-4%	-16	0%	5%
